Screening data: PubChem, National Center for Advancing Translational Sciences (NCATS)
NTMT1 inh: inhibitors of human N-terminal methyltransferase NTMT1. 59,000 compounds, 2.5% hits. NTMT1 MTase-Glo SAH luminescence, purified enzyme. Potency, µM (doses to about 114 µM), for the others: at the highest dose activity change, negative = inhibition, actives largely listed as inhibitors;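 also: potency is read from the fitted curve at half-maximal effect; plate controls were DMSO vehicle for no effect and no enzyme for full effect; nearly all actives have a fitted effect of over 65% in size; many of its hits are not listed in these tables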
Target sequence (Q9BV86 whole entry, looked up): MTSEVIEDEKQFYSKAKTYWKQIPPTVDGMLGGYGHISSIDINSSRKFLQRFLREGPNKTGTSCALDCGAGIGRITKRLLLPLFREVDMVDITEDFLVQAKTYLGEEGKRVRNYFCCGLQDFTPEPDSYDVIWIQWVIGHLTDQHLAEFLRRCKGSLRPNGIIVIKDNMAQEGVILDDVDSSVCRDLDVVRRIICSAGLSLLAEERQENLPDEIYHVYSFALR
p53null 32C tox: kills p53 null cells at the permissive temperature | 55,000 compounds, 0.62% hits | H1299-neo p53 null cells, ATP luminescence, 24 h, 32C | Potency, µM (series often up to 46.1 µM), without a hit: at the highest dose activity change, negative = cytotoxicity, hits mostly cytotoxic;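 also: potency is read from the fitted curve at half-maximal effect; 0% = DMSO only and -100% = full killing by 100 µM tamoxifen; nearly all actives have a fitted effect of over 55% in size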
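H1299-neo, 600 cells/well; overnight 37C; cpd up to 46 uM, 24 h at 32C; ATPlite luminescence after 20 min RT; normalized to DMSO (0%) and tamoxifen 100 uM (100% kill); Hill-fit AC50.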
PTAP-TSG101 blk: blocks PTAP binding to human TSG101, validation. Potency, µM (highest dose often 115 µM), for inactives: top-dose activity change, negative = inhibition, usual class: inhibitors. Fluorescence polarization, FITC-PTAP peptide/Tsg101, 20 min. 44,000 tested, under 10 active. Q99816. AID 1347069; also: potency is read from the fitted curve at half-maximal effect; 0% is about no effect
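Fluorescence polarization binding of Tsg101 binding domain (10 uM final) to FITC-labeled PTAP-motif peptide (50 nM final) in HEPES pH 7.5/NaCl/Tween 20/EDTA/TCEP buffer; 20 min at r.t. Actives by curve class, <25 µM, efficacy <60% inhibition.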
GALK inhibitor: GALK (human) enzyme inhibition | Potency, µM (doses to about 57.5 µM), inactives show at the highest dose activity, negative = inhibition, actives largely listed as inhibitors | P51570 | recombinant GALK, Kinase-Glo ATP luminescence, 1 h | 44,000 tested, under 10 active;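 also: plate controls were full GALK reaction for no effect and reaction lacking GALK for full effect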
Target sequence (P51570 whole entry, looked up): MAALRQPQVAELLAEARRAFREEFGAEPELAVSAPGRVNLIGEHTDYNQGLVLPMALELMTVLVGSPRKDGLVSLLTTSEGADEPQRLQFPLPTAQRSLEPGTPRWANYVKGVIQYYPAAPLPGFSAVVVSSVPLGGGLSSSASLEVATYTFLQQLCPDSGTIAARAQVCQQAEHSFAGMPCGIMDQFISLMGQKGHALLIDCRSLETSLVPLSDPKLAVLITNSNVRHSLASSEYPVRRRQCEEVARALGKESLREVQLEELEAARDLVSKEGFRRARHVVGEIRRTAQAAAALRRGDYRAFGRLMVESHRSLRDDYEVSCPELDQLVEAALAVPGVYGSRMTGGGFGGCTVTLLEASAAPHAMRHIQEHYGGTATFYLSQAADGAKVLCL
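Reactions with and without enzyme served as controls. GALK at 5 nM phosphorylates 100 uM galactose using 35 uM ATP (HEPES pH 8.0, Mg2+) for 1 h at RT, with luminescence read 10 min after adding Kinase-Glo Plus.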
p53null 39C kill: kills p53 null cells at the nonpermissive temperature. H1299 p53-null (neo) cells, 39C, ATPlite viability, 24 h. Potency, µM (top dose mostly 46.1 µM), without a hit: at the top dose activity, negative = cell killing, actives largely listed as cytotoxic. 55,000 compounds, 0.97% hits. AID 904;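 also: potency is read from the fitted curve at half-maximal effect; 0% = DMSO only and -100% = full killing by 100 µM tamoxifen; nearly all actives have a fitted effect of over 50% in size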
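Temperature-shift cytotoxicity format: compound titrations on p53-null or A138V-expressing H1299 cells held 24 hr at 39C, cell ATP then measured, AC50 from Hill model.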
B2AR arrestin ag: ADRB2 beta-arrestin recruitment; P07550; HTLA Tango cells, beta-arrestin recruitment, luciferase luminescence, 18 h; Potency, µM (top dose mostly 46.1 µM), inactives show at the highest dose activation, actives largely listed as activators; 44,000 tested, under 10 active;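 also: potency is read from the fitted curve at half-maximal effect; 0% = DMSO and full agonism = EC100 isoproterenol or metaproterenol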
Target sequence (P07550 whole entry, looked up): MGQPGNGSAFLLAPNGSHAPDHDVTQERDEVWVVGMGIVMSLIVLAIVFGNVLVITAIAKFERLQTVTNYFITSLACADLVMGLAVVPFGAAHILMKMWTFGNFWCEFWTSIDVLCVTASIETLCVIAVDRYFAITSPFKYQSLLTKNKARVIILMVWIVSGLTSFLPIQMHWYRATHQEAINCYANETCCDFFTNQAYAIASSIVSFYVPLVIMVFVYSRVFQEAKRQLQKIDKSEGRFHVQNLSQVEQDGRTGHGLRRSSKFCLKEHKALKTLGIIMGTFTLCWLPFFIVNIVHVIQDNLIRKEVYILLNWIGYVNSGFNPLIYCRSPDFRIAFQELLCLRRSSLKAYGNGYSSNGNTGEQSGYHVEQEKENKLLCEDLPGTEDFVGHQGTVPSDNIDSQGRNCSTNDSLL
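Tango cells (recombinant beta2-AR, beta-arrestin, tTA-driven luciferase), 1500/well in DMEM 1% FBS, treated 18 h at 37 °C with compounds up to 46 µM; luciferin mix added, luminescence read after 15 min; %activity curves fitted and curve-classed.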
FH mod: Identification of activators of human fumarate hydratase by quantitative high-throughput screening; Fumarate hydratase, mitochondrial (Homo sapiens), P07954; FH coupled MDH/diaphorase resazurin fluorescence, 15 min; Potency, µM (titrated, usually from 79.9 µM), without a hit: at the top dose activity change, negative = inhibition, most hits filed as inhibitors; 54,000 compounds, 0.22% hits; also: potency is read from the fitted curve at half-maximal effect; % is scaled to controls: 0 for no effect and ±100 for the full control effect; the screen sought activators but most active calls are inhibition curves; nearly all actives have a fitted effect of over 45% in size
* hit, by the source's call; [ ] = dose if it differs, or a comment. Calls follow the shape of the dose curve; as a rule, active = well fitted curve in the direction sought with a large enough effect; inconclusive = small, poorly fitted or top-dose-only effect, or another doubt; inactive = no such curve, though single readings can be large; an effect the other way counts as inactive or inconclusive. Not all compounds are listed, so the mix of outcomes need not match the whole.

For Cc1cc(NS(=O)(=O)c2ccc(NC(=O)COc3ccc(Cl)cc3)cc2)nc(C)n1 the results were NTMT1 inh 3.5%, p53null 32C tox -6.2%, PTAP-TSG101 blk -2.8%, GALK inhibitor inconclusive, p53null 39C kill -9.8%, B2AR arrestin ag -0.5% and FH mod 1.3%.
For CCOc1ccc(-c2nonc2NC(=O)COc2c(C)cc(C)cc2C)cc1OCC the results were NTMT1 inh 1.7%, p53null 32C tox -6.9%, PTAP-TSG101 blk 5.9%, GALK inhibitor 0.0%, p53null 39C kill 2.2%, B2AR arrestin ag 0.2% and FH mod 4.7%.
For Cc1oc(-c2cccc(Cl)c2)nc1CN1CCC(C(=O)NCCCN2CCN(c3ccccc3F)CC2)CC1 the results were NTMT1 inh -6.1%, p53null 32C tox -1.8%, PTAP-TSG101 blk 0.1%, GALK inhibitor 6.6%, p53null 39C kill 4.0%, B2AR arrestin ag 0.3% and FH mod 8.9%.
Cc1cc(C)cc(Oc2nc3c(c(=O)n(C)c(=O)n3C)n2Cc2ccc(F)cc2)c1 was read as NTMT1 inh -13.4%, p53null 32C tox -0.5%, PTAP-TSG101 blk -2.1%, GALK inhibitor 7.6%, p53null 39C kill -12.5%, B2AR arrestin ag 0.0% and FH mod -9.9%.
`CCOc1ccccc1CNS(=O)(=O)c1csc(C(N)=O)c1` gave NTMT1 inh -1.1%, p53null 32C tox -2.6%, PTAP-TSG101 blk -0.5%, GALK inhibitor -1.9%, p53null 39C kill 7.2%, B2AR arrestin ag 0.0% and FH mod 9.2%.
For O=C(CCCN1C(=O)C(c2ccccc2)Oc2cccnc21)Nc1ccc(Br)cc1F (centres undefined) the results were NTMT1 inh 6.1%, p53null 32C tox -8.6%, PTAP-TSG101 blk -0.3%, GALK inhibitor 5.4%, p53null 39C kill -6.3%, B2AR arrestin ag -0.7% and FH mod -11.6%.
`CCCCOc1ccc(S(=O)(=O)Nc2cccc(-c3ccc(N4CCOCC4)nn3)c2)cc1` gave p53null 32C tox 3.4%, PTAP-TSG101 blk -6.3%, GALK inhibitor 1.3%, p53null 39C kill 21.8% and B2AR arrestin ag 5.9%.
For COc1ccc(C(=O)Nc2nc3ccc(S(=O)(=O)N4CCCC4)cc3s2)cc1 the results were NTMT1 inh 2.3%, p53null 32C tox -3.8%, PTAP-TSG101 blk -2.3%, GALK inhibitor -9.1%, p53null 39C kill -16.3%, B2AR arrestin ag -1.0% and FH mod -7.9%.
Cc1cc(C)cc(NC(=O)C2CCCN(C(=O)c3cnn(-c4ccccc4)c3-n3cccc3)C2)c1 (centres undefined) was read as NTMT1 inh 9.7%, p53null 32C tox 19.8%, PTAP-TSG101 blk -0.5%, GALK inhibitor 0.8%, p53null 39C kill 22.3%, B2AR arrestin ag -2.9% and FH mod -23.9%.
`COc1cc(OC)cc(C(=O)Nc2cc3nn(-c4ccccc4)nc3cc2Cl)c1` gave NTMT1 inh -5.3%, p53null 32C tox -6.9%[9.22 µM], PTAP-TSG101 blk -9.0%, GALK inhibitor 1.1%, p53null 39C kill -11.6%, B2AR arrestin ag -1.7% and FH mod -18.5%.

Overlap with the part before: 2 compounds, followed by the next part.
Cc1cc(C)cc(NC(=O)C2CCCN(C(=O)c3cnn(-c4ccccc4)c3-n3cccc3)C2)c1 (centres undefined) was read as NTMT1 inh 9.7%, p53null 32C tox 19.8%, PTAP-TSG101 blk -0.5%, GALK inhibitor 0.8%, p53null 39C kill 22.3%, B2AR arrestin ag -2.9% and FH mod -23.9%.
`COc1cc(OC)cc(C(=O)Nc2cc3nn(-c4ccccc4)nc3cc2Cl)c1` gave NTMT1 inh -5.3%, p53null 32C tox -6.9%[9.22 µM], PTAP-TSG101 blk -9.0%, GALK inhibitor 1.1%, p53null 39C kill -11.6%, B2AR arrestin ag -1.7% and FH mod -18.5%.
For COc1ccc2c(c1)sc1ncc(C(=O)NCc3cccc(C)c3)c(=O)n12 the results were NTMT1 inh -8.0%, p53null 32C tox -7.4%, PTAP-TSG101 blk -3.0%, GALK inhibitor -4.0%, p53null 39C kill -15.9%, B2AR arrestin ag 0.2% and FH mod -9.4%.
Screening C=Cc1ccc(Cn2c(C(=O)O)c(CNCCc3ccccc3)c3ccc(C)cc32)cc1 returned NTMT1 inh 10.2%, p53null 32C tox -3.4%, PTAP-TSG101 blk -0.2%, GALK inhibitor 2.1%, p53null 39C kill 6.3%, B2AR arrestin ag -0.9% and FH mod inconclusive.
Screening Cc1cc(NC(=O)CSc2nc3c([nH]c4ccccc43)c(=O)n2-c2ccccc2)no1 returned NTMT1 inh 6.0%, p53null 32C tox 2.6%, PTAP-TSG101 blk 1.6%, GALK inhibitor 1.2%, p53null 39C kill 6.3%, B2AR arrestin ag 0.6% and FH mod 5.7%.
`Cc1ccc(-c2cc3nccc(-c4cc([N+](=O)[O-])ccc4O)n3n2)cc1` gave NTMT1 inh inconclusive, PTAP-TSG101 blk -7.6%, GALK inhibitor -1.0%, B2AR arrestin ag -0.4% and FH mod -15.5%.
For CCc1ccc(OCC(=O)Nc2c(C(=O)c3ccccc3)oc3ccccc23)cc1 the results were NTMT1 inh inconclusive, p53null 32C tox -6.3%, PTAP-TSG101 blk 2.0%, GALK inhibitor 0.0%, p53null 39C kill -2.9%, B2AR arrestin ag -0.2% and FH mod -17.1%.
Cc1cc(C)cc(C(=O)Nc2ccc(-c3cn4cccnc4n3)cc2)c1 was read as NTMT1 inh inconclusive, p53null 32C tox -2.0%, PTAP-TSG101 blk -0.1%, GALK inhibitor 8.3%, p53null 39C kill -7.8%, B2AR arrestin ag 0.3% and FH mod 1.5%.
Screening CCSc1nnc2c(n1)OC(CC)N(C(C)=O)c1ccccc1-2 (centres undefined) returned NTMT1 inh 6.8%, p53null 32C tox 4.2%, PTAP-TSG101 blk -3.1%, GALK inhibitor 1.3%, p53null 39C kill 17.2%, B2AR arrestin ag -1.0% and FH mod -6.4%.
For COc1ccccc1Cc1nc2ccccc2nc1SCC(=O)Nc1ccc2c(c1)OCO2 the results were NTMT1 inh 9.3%, p53null 32C tox 13.9%, PTAP-TSG101 blk -1.4%, GALK inhibitor -4.1%, p53null 39C kill -8.0%, B2AR arrestin ag -1.2% and FH mod -1.1%.
Screening CCN1C(=O)C(Cc2nc3ccccc3c(=O)n2-c2ccccc2)c2cc(Br)ccc21 (centres undefined) returned NTMT1 inh 10.9%, p53null 32C tox 14.7%, PTAP-TSG101 blk -2.6%, GALK inhibitor 0.5%, p53null 39C kill -28.1%, B2AR arrestin ag 0.0% and FH mod inconclusive.
Screening COc1ccc(CC(=O)Nc2ccc(-c3nc4ccccc4s3)cc2Cl)cc1 returned NTMT1 inh 3.6%, p53null 32C tox -1.4%, PTAP-TSG101 blk -4.9%, GALK inhibitor -0.4%, p53null 39C kill 33.2%[activator], B2AR arrestin ag 0.5% and FH mod -20.6%.
`CC(=O)N1CCCc2cc(S(=O)(=O)N(C)CC(=O)Nc3ccc(Cl)cc3C)ccc21` gave NTMT1 inh 8.5%, p53null 32C tox -7.8%, PTAP-TSG101 blk -3.0%, GALK inhibitor 2.0%, p53null 39C kill -1.1%, B2AR arrestin ag 0.6% and FH mod 6.8%.
COc1ccc(CCN2C(=O)N(c3ccc(F)cc3)C(=O)C2CC(=O)Nc2ccc(OC)cc2)cc1 (centres undefined) was read as NTMT1 inh -2.1%, p53null 32C tox -2.9%, PTAP-TSG101 blk -0.5%, GALK inhibitor -2.1%, p53null 39C kill -7.3%, B2AR arrestin ag -1.4% and FH mod -15.3%.
`CCCCN(C)C(=O)c1ccc2c(c1)N(Cc1cccc(Cl)c1)C(=O)c1ccccc1S2=O` (centres undefined) gave NTMT1 inh 4.7%, p53null 32C tox 31.3%[activator], PTAP-TSG101 blk -5.3%, GALK inhibitor -0.8%, p53null 39C kill 26.2%, B2AR arrestin ag -0.1% and FH mod -35.6%.
Screening CCN1CCN(Cc2c(O)ccc3oc(C)c(C(=O)Nc4cccc(C(F)(F)F)c4)c23)CC1 returned p53null 32C tox 11.7%, PTAP-TSG101 blk -1.0%, GALK inhibitor 3.8%, p53null 39C kill -8.4% and B2AR arrestin ag -1.9%.
Screening CCC(=O)N1CCc2cc(S(=O)(=O)NCCC(=O)Nc3ccc(C)cc3)ccc21 returned NTMT1 inh -2.4%, p53null 32C tox 4.3%, PTAP-TSG101 blk -3.3%, GALK inhibitor 0.0%, p53null 39C kill -0.6%, B2AR arrestin ag 0.5% and FH mod 4.4%.
For COc1ccc(OC)c2sc(N(Cc3cccnc3)C(=O)c3ccc(C(C)=O)cc3)nc12 the results were NTMT1 inh 10.8%, p53null 32C tox 19.7%, PTAP-TSG101 blk 4.1%, GALK inhibitor 0.5%, p53null 39C kill 40.3%[activator], B2AR arrestin ag -1.7% and FH mod -19.5%.
`CCC(CC)C(=O)Nc1c(C(=O)N2CCN(c3ccccc3)CC2)oc2ccccc12` gave NTMT1 inh 4.5%, p53null 32C tox 5.9%, PTAP-TSG101 blk 0.7%, GALK inhibitor 1.0%, p53null 39C kill 26.8%, B2AR arrestin ag -2.9% and FH mod -5.7%.
For CCOCCCNC(=O)CN1C(=O)COc2ccc(S(=O)(=O)N3CCCC3)cc21 the results were NTMT1 inh 13.7%, p53null 32C tox 2.1%, PTAP-TSG101 blk -1.0%, GALK inhibitor -1.1%, p53null 39C kill -6.3%, B2AR arrestin ag 1.1% and FH mod 3.6%.
Screening Cc1ccc(C(=O)c2cn(CC(=O)NC3CCCCC3)c3nc(C)ccc3c2=O)cc1 returned NTMT1 inh -13.3%, p53null 32C tox 22.1%, PTAP-TSG101 blk 3.2%, GALK inhibitor -0.7%, p53null 39C kill -3.8%, B2AR arrestin ag -0.2% and FH mod 13.2%.
`COc1ccc(CNC(=O)c2ccc3c(c2)CCN3S(=O)(=O)c2ccc(C)cc2)cc1` gave NTMT1 inh 4.3%, p53null 32C tox 4.4%, PTAP-TSG101 blk 2.7%, GALK inhibitor 3.3%, p53null 39C kill -16.9%, B2AR arrestin ag 0.6% and FH mod -35.2%.
For COc1ccc(Cl)cc1NC(=O)CSC1=Nc2ccccc2C2=NC(CC(=O)NC3CCCCC3)C(=O)N12 (centres undefined) the results were NTMT1 inh -2.4%, p53null 32C tox 16.4%, PTAP-TSG101 blk 0.1%, GALK inhibitor 3.6%, p53null 39C kill 0.6%, B2AR arrestin ag -1.5% and FH mod -40.2%.
`CCn1c(=O)n(-c2ccc3c(c2)OCO3)c2nc(-c3ccc(C(C)C)cc3)nc(C(N)=O)c21` gave NTMT1 inh 11.4%, p53null 32C tox 6.4%, PTAP-TSG101 blk -0.6%, GALK inhibitor -0.7%, p53null 39C kill 15.3%, B2AR arrestin ag 0.2% and FH mod -4.1%.
